Rat MKP-3 inhibitors – MKP-3 phosphatase inhibitors, primary screen, biochemical, rat enzyme, in vitro (AID 425); recombinant MKP-3 phosphatase activity, fluorescence; higher % means a stronger effect; inhibition, % at 20 µM, or IC50 in µM where a hit was titrated; 110,000 compounds, 0.17% hits; in the data active = inhibition above about 50%;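 also: plate controls were vehicle for no effect and reference inhibitor for full effect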
Hsp70 inhibitors – Hsp70 inhibitors, probe displacement, primary screen, biochemical, fluorescence polarization (AID 583); Hsp70 fluorescence polarization probe displacement, mP; higher % means a stronger effect; one-dose displacement, % at 20 µM; IC50 in µM for titrated hits; 140,000 compounds, 0.06% hits; in the data active = displacement above about 50%;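 also: plate controls were vehicle for no effect and reference ligand for full effect; a part of the inactive calls stands beside numbers as strong as those of hits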
Starred values were filed as active, the others as inactive; x = no result given; & = joins results of further samples. Some of the compounds tested; count on the stated rates, not on these rows.

Hsp70 inhibitors | Rat MKP-3 inhibitors | molecule
-1.2% | -8.6% | CC(=O)Nc1ccccc1C(=O)N1CC2(C)CC1CC(C)(C)C2 (stereo not drawn)
1.5% | x | Cc1cc(C)c(S(=O)(=O)c2ccccc2)c(OC(=O)c2c(Cl)cccc2Cl)n1
-0.7% | x | C/C(N)=C(/C#N)C(=O)CSc1nnc(COc2cc(C)ccc2C)o1
3.2% | -4.1% | CCOC(=O)Cn1c(=O)oc2cc(S(=O)(=O)NCCc3ccc(OCC)c(OCC)c3)ccc21
-31.7% | x | COc1ccc(-c2nn(C)c(=O)c3ccccc23)cc1NC(=O)COc1ccc(C)cc1
0.8% | -11.4% | O=C(CNC(=O)c1ccco1)OCc1ccc(Cl)cc1
-1.9% | 0.8% | Cc1ccc(N(CC(=O)NC(C)C)S(C)(=O)=O)cc1Cl
-4.8% | x | O=c1[nH]c(=O)n(Cc2ccco2)c2c1C(C(F)(F)F)(C(F)(F)F)N=C(CCC1CCCCC1)N2
5.6% | -4.7% | COc1ccc(OC)c(N(CC(=O)Nc2cccc(Cl)c2)S(=O)(=O)c2ccc(OC)c(OC)c2)c1
3.1% | -0.2% | CCCc1cc(=O)n2[nH]c(-c3cccc(F)c3)cc2n1
1.4% | 0.6% | Cc1ccccc1NC(=O)c1cccc(N2C(=O)c3ccc(C(=O)O)cc3C2=O)c1
3.6% | -3.0% | O=C(COc1ccccc1)NCc1ccccn1
-4.3% | 4.4% | Cc1ccc(NC(=O)CSC(N)=O)cc1C
-6.8% | 5.4% | O=C(COc1ccc(Br)cc1)Nc1ccc2nn(-c3ccc(F)cc3)nc2c1
-0.2% | -11.5% | COCCn1c(CN2CCN(c3ccccc3F)CC2)nc2c1c(=O)n(C)c(=O)n2C
-7.1% | 4.2% | COc1ccc(CN2CCN(Cc3ccccn3)CC2)cc1
-1.2% | 0.4% | CC(NC(=O)CC1Nc2ccccc2NC1=O)c1ccccc1 (stereo not drawn)
-5.1% | x | O=C(COC(=O)c1ccncc1)Nc1cc(Cl)c(Cl)cc1Cl
-2.5% | -7.9% | CCOC(=O)N1CCN(CC(O)c2ccc3cc[nH]c3c2)CC1 (stereo not drawn)
6.4% | 0.5% | CCCN1Cc2cccc(C(=O)Nc3ccc4c(c3)OCCO4)c2C1=O
6.2% | -2.7% | CCN(CC)CCOc1ccccc1Cl
8.3% | 1.1% | CN(C)c1ccc(/C=N/Nc2nc(-c3cc4ccccc4oc3=O)cs2)cc1
1.0% | 1.8% | COC(=O)c1c(C(=O)OC)c2cc(C)ccn2c1Cl
5.7% | -13.0% | c1ccc(-c2oc3ncnc(N4CCOCC4)c3c2-c2ccccc2)cc1
3.2% | -1.1% | CNc1nc2nonc2nc1Nc1ccc(C)c(C)c1
-0.2% | -11.8% | COCCOC(=O)C1=C(C)N=C2SCCC(=O)N2C1/C=C/c1ccccc1 (stereo not drawn)
1.0% | 2.7% | COC(=O)C(NC(=O)c1cccc(Cl)c1)C12CC3CC(CC(C3)C1)C2 (stereo not drawn)
4.3% | 0.6% | O=C1NC(=S)S/C1=C/c1cc(Br)ccc1OCc1ccccc1Cl
-5.9% | 9.3%&2.0% | C=CCn1c2ccccc2c2nnc(SCN3C(=O)c4ccccc4C3=O)nc21
-2.3% | 2.1% | Cc1oc(C)c2c(=O)ccc3c(c12)OC(N)=C(C#N)C3c1ccccc1Cl (stereo not drawn)
3.3% | -5.0% | CCn1cc(C(=O)NCCCN2CC(C)CC(C)C2)c(=O)c2cc(S(=O)(=O)N(C)C)ccc21 (stereo not drawn)
1.0% | x | CCOC(=O)Cc1cc(=O)[nH]c(/N=C(/NC(=O)c2ccccc2)Nc2ccccc2C(F)(F)F)n1
-4.8% | -1.2% | CCOc1ccc(NC(=O)CCN2CCN(c3ccccc3OC)CC2)cc1
-0.1% | 20.7% | O=c1c2c(nc3n1CCCCC3)sc1c(O)cccc12
-1.1% | 0.6% | O=C(N=Nc1c(O)[nH]c2ccccc12)C12CC3CC(CC(C3)C1)C2
-7.1% | 0.3% | O=C(c1cc(-c2ccco2)on1)N1CCc2ccccc2C1
-8.6% | 4.7% | COc1cc(OC)c(OC)cc1CN1CCN(Cc2cccc(Br)c2)CC1
6.8% | x | C=CCn1c(SCCOc2ccc(OC)cc2)nnc1C(C)NC(=O)c1ccc(OC)cc1 (stereo not drawn)
-3.6% | x | Cc1cccc(NC(=O)C2CC(=O)n3cnnc3S2)c1 (stereo not drawn)
3.1% | -2.0% | O=C(C1CCCN(S(=O)(=O)c2ccc(F)cc2)C1)N(Cc1cccs1)C1CC1 (stereo not drawn)
-3.6% | -7.3% | O=C(O)c1cc(S(=O)(=O)N2CCCCC2)ccc1F
-3.1% | -9.8% | CCCCn1c(SCC(=O)N2CCN(c3ccccc3)CC2)nc2ccsc2c1=O
-3.3% | 3.5% | CC(=O)c1cccc(NC(=O)NCc2cccs2)c1
0.7% | x | COc1ccc(CCNC(=O)N2CCOCC2)cc1
2.2% | -12.1% | N#Cc1nc(-c2cccs2)oc1N1CCOCC1
-1.0% | x | COC(=O)C1C(=O)NCC1c1ccc(OC)cc1 (stereo not drawn)
-1.3% | -2.7% | Cn1c(=O)c2c(nc(NC3CCCCC3)n2CC(O)COc2ccccc2)n(C)c1=O (stereo not drawn)
2.9% | 2.3% | CCCCC/C=C/C(=O)Nc1cccc2ccccc12
-6.1% | -11.2% | O=C(Nc1cccc2c1CCCC2)c1ccc(Br)o1
10.6% | x | CC(C)(C)c1ccccc1OCCCCN1CCCC1
-5.1%&-0.8% | -2.3% | CC1C(C)C(O)(c2ccccc2)CCN1C (stereo not drawn)
-35.7% | 1.1% | CCOC(=O)C1=C(C)N=c2s/c(=C\c3ccc(OC(C)=O)cc3OC(C)=O)c(=O)n2C1c1ccccc1 (stereo not drawn)
-1.5% | 2.8% | COc1ccc(CCNC(=O)CSc2nncn2N)cc1OC
-1.3% | -3.9% | Cc1ccc(C(=O)C(NC(=O)c2ccco2)N2CCOCC2)cc1 (stereo not drawn)
-4.1% | x | O=C(NC(CO)c1ccccc1)c1ccco1 (stereo not drawn)
21.7% | -12.7% | COCCn1nnnc1CN1CCC(NC(=O)Nc2cccc(OC)c2)CC1
0.3% | -1.0% | Cc1ccc(NC(=O)CN(c2ccc(F)cc2)S(=O)(=O)c2ccccc2)cc1C
0.1% | -9.6% | COC(=O)C1=C(C)NC(C)=C(C(=O)OC)C1c1ccc(OC(=O)c2ccco2)cc1
0.2% | x | O=C(NCc1ccco1)c1sc2ccccc2c1Cl
-2.1% | -8.7% | Cc1cc(CC(C)C)n(-c2nc3ccccc3c(=O)n2OCC(=O)N(C)C)n1

New compounds follow:
Hsp70 inhibitors | Rat MKP-3 inhibitors | molecule
-2.1% | -1.4% | Cc1nc2ncnn2c(C)c1CCC(=O)N1CCc2ccccc2C1
-1.7% | 0.0% | Cc1ccc(SCC(=O)Nc2ccccc2Br)cc1
-1.5% | x | Nc1nc2nc(-c3ccccc3)cc(=O)n2[nH]1
0.5% | 1.0% | O=C(c1ccc(F)cc1)N1CCC(N2CCCCCC2)CC1
4.8% | -7.7% | CC(=O)c1c(N)c(C#N)c(C)n1-c1ccc(Br)cc1
3.9% | -12.1% | O=c1oc2ccccc2cc1-c1cn2cccnc2n1
1.0% | -1.9% | O=S(=O)(Nc1ccc(O)c(Br)c1)c1ccc(F)cc1
-7.1% | 6.4% | CCOC(=O)N1CCN(S(=O)(=O)c2cccc3nonc23)CC1
2.7% | -0.4% | CC(C)C(O)P(=O)(OCc1ccccc1)c1ccc(N(C)C)cc1 (stereo not drawn)
5.0% | 3.8% | O=C(Nc1nc(-c2cc3ccccc3oc2=O)cs1)c1ccco1
3.8% | -0.1% | Cc1ccccc1C(=O)Nc1cc(C(N)=O)c(Cl)cc1Cl
5.9% | -1.4% | CN(C)S(=O)(=O)Nc1ccc(C(=O)O)cc1
0.4% | -3.4% | CCc1nc(N2CCCC2)c(C#N)c2c1CCCC2
0.1% | -0.7% | CCOC(=O)CNC(=O)c1cccc(Cl)c1
1.6% | -4.8% | Cc1ccccc1NS(=O)(=O)c1ccc(OCC(=O)N2CCCC2)cc1
5.0% | -0.4% | O=C(NN1C(=O)/C(=C/c2cccc(O)c2)SC1=S)c1ccc([N+](=O)[O-])cc1
-1.8% | -0.2% | CC(C)(C)OC(=O)N1N=C(C(F)(F)F)CC1(O)C(C)(C)C (stereo not drawn)
-1.1% | 4.3% | CC(C)(C)c1ccc(C(=O)Nc2ccc(NC(=O)c3ccccc3[N+](=O)[O-])cc2)cc1
4.4% | -0.1% | COc1ccc(C(=O)Nc2ccc(C)cn2)c(OC)c1
-0.7% | 2.9% | COc1cc(/C=C2\SC(N3CCC(C)CC3)=NC2=O)cc(OC)c1OC
-4.9% | x | O=C(Nc1cccc(Cl)c1)C1CCCN(S(=O)(=O)c2ccc(F)cc2)C1 (stereo not drawn)
7.1% | 5.3% | Cc1c(NC(=O)CCC2CCCCC2)c(=O)n(-c2ccccc2)n1C
-0.5% | x | COCCNC(=O)c1cnn2c1NC(c1ccco1)CC2C(F)(F)F (stereo not drawn)
x | 4.6% | COc1ccc(C(=O)NCc2nnc(SCC(=O)NCc3ccc(F)cc3)o2)cc1
0.4% | 0.1% | COc1cc(OC)cc(C(=O)N/N=C(\C)CC(=O)Nc2ccc(Br)cc2)c1
7.4% | -1.1% | COc1ccc(N2CC(=O)N(c3ccc(OC)c(OC)c3)CC2=O)cc1OC
-4.0% | 2.1% | CCC1=NN(C(=O)c2ccc(Cl)cc2)C(O)(c2ccncc2)C1 (stereo not drawn)
-2.3% | -8.4% | Cc1cccc(NC(=O)c2cc(NC(=O)C3CCCCC3C(=O)O)ccc2Cl)n1 (stereo not drawn)
3.3% | 0.5% | N#C/C(=C\c1cc(Br)ccc1OCc1ccccc1)c1nc2ccccc2[nH]1
3.0% | 1.5% | CC(=O)Nc1ccc(NS(=O)(=O)c2ccc(C)cc2C)cc1
2.2% | -5.5% | COc1ccc(C(=O)Cn2c(N3CCOCC3)nc3ccccc32)cc1OC
-0.6% | 4.1% | COC(=O)c1ccc(/C=C(/C#N)C(=O)Nc2ccc(O)cc2)cc1
-3.9% | x | COc1ccc(NC(=O)C(CC(C)C)NS(=O)(=O)c2ccc3c(c2)CCN3C(C)=O)cc1OC (stereo not drawn)
-3.4% | -2.2% | COCC(=O)Nc1ccccc1C(=O)Nc1ccc(OC)cc1
5.0% | -9.8% | C=CCNC(=O)C(C#N)c1nc2ccccc2nc1N1CCN(Cc2ccccc2)CC1 (stereo not drawn)
6.5% | -9.6% | O=C(CCSc1nc(-c2ccco2)cc(C(F)(F)F)n1)NCC1CCCO1 (stereo not drawn)
0.2% | -3.5% | O=C(Nc1ccccc1C(=O)Nc1ccccc1)c1ccccc1F
1.6% | -4.4% | Cn1c(C(=O)N2CCN(c3ccc(Cl)cc3)CC2)cc2c(=O)[nH]c3ccccc3c21
-2.3% | -2.8% | Cc1cc(=O)oc(C)c1C(=O)O
-4.6% | 2.3% | COc1cc(C2C(C(=O)OCc3ccccc3)=C(C)NC3=C2C(=O)CC(C)(C)C3)ccc1OC(C)=O (stereo not drawn)
-0.3% | 1.6% | COC(=O)c1cccc(S(=O)(=O)Nc2ccc(C(=O)O)cc2)c1
3.5% | -4.4% | CCn1c(C(=O)NC(C)c2ccc3c(c2)OCCO3)cc2sccc21 (stereo not drawn)
-3.8% | 1.3% | O=c1c(C=NCc2cccs2)c(C(F)(F)F)[nH]n1-c1nc2ccccc2s1
-2.4% | -12.9% | Cc1noc(C)c1CSc1ccc2ccccc2n1
x | -1.7% | COc1ccc2c(c1)c(C(=O)CNc1nc(C)cs1)c(C)n2C
0.4% | -1.9% | CCCOC(=O)NC1C(NC(=O)OCCC)N(C)C(=O)N1C (stereo not drawn)
-0.1% | -7.5% | CCOc1ccc(N2C(=O)/C(=C/c3ccc(-c4ccccc4C(=O)O)o3)C(=O)NC2=S)cc1
-1.1% | x | CC(C)c1ccc(CN(C(=O)c2cc3ccccc3oc2=O)C2CCS(=O)(=O)C2)cc1 (stereo not drawn)
2.4% | x | Cc1cc2oc(=O)cc(COC(=O)c3n[nH]c4ccccc34)c2cc1C
1.4% | 9.4% | CCc1nnc(NC(=O)CCC(=O)NC2CCCCC2)s1
4.7% | -1.8% | Cc1cc(C)c2c(n1)nn1c(N3CCOCC3)cc(C)nc21
-0.7% | x | CNc1nc2ccccc2n1/N=C/c1cccc(OC)c1OC

Assay outcomes deposited in PubChem by Sanford-Burnham Center for Chemical Genomics.
